KCNK3 block: human KCNK3 channel inhibition, primary screen | CHO-KCNK3 thallium flux, FluxOR fluorescence; hits give low values | B-score at 10 µM | 340,000 compounds, 0.84% hits;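 active means B-score under library mean minus 4 SD, starting fluorescence ratio at most library mean plus 5 SD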;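 further: more negative B-score means stronger inhibition of thallium flux through KCNK3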
Target sequence (O14649 whole entry, looked up): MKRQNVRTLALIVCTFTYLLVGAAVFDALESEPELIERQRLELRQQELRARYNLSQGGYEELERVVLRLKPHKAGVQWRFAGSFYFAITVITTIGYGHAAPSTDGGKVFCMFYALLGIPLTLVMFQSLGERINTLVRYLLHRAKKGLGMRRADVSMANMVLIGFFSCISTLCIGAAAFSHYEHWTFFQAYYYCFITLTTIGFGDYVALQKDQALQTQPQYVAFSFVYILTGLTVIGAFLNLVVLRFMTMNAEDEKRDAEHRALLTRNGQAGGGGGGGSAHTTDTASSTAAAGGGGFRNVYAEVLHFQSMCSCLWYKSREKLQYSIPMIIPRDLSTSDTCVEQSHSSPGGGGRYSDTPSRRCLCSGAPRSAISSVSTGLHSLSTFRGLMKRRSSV
KCNQ1 act: potentiators or activators of human KCNQ1 potassium channel; P51787; CHO-K1 KCNQ1, thallium flux FluxOR fluorescence; hits give high values; B-score at 10 µM; 310,000 compounds, 0.35% hits;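 active means fluorescence ratio B-score, a plate-corrected score, at least three library SD, with initial intensity B-score within 5 SD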
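System: Stable KCNQ1 CHO-K1 line | Incubation: 90 min dye loading and 20 min compound exposure, both at room temperature | Measure: Ratio B score | Medium: Assay buffer for compound exposure, DMSO matched across wells | Compound dosing: Single-concentration screen | Probe or stimulus: K+/Tl+ depolarizing stimulus | Measured by: Kinetic FluxOR fluorescence, 10 s baseline plus 110 s post-stimulus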
KCNQ1 block: human KCNQ1 channel inhibition; B-score at 10 µM; CHO-K1 KCNQ1, FluxOR thallium flux fluorescence; hits give high values; 310,000 compounds, 1.3% hits; AID 2642;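 active means compounds whose thallium flux B-score, printed positive for inhibition, exceeds three library SD while starting fluorescence stays within three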;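 further: channel opened by potassium depolarization with thallium stimulus after 20 min compound exposure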
PolyA inhibitor: yeast polyadenylation inhibition; AID 1875; calls only at 12 µM; 300,000 compounds, 0.02% hits; S. cerevisiae SKY197-pL101 polyadenylation reporter, beta-gal luminescence; efflux-impaired pdr1/pdr3 knockout yeast; score 100 = 6 SD above DMSO;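 active means lowest replicate activity score at least 50, where 100 means six control SD above control mean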;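 further: yeast exposed to compound for 9 h at 30 °C; higher score means more reporter readthrough which indicates perturbed polyadenylation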
DYRK1A inh: inhibitors of rat Dyrk1A kinase | Q63470 | ADP-Glo luminescence, NFATc1 peptide | inhibition, % at 12.5 µM | 310,000 compounds, 0.43% hits | AID 504441; in the data active means inhibition above about 50%;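 further: plate controls were vehicle with enzyme for no effect and no enzyme for full effect; many of its hits are not listed in these tables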
hERG rescue: compounds protecting human hERG from proarrhythmic drug block; CHO-hERG, FluxOR thallium flux, dofetilide IC70 present; Q12809; 310,000 compounds, 0.51% hits; activation (rescue from dofetilide block), less the hit threshold, % at 10 µM; AID 1511;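 active means activation above the mean of controls blocked by dofetilide plus 5 SD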;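 further: thallium influx through hERG after potassium depolarization seen as dye fluorescence rise; in these data hits start at about 4.7%; inactives centre near -7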
RGS4 act: RGS4 potentiation or activation; HEK293 M3R/inducible RGS4, carbachol calcium flux Fluo4; hits give low values; B-score at 10 µM; 310,000 compounds, 0.92% hits; AID 463111;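 active means B-score of the integrated calcium signal more than 4 SD below the library mean, with starting fluorescence not abnormally high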;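 further: negative B-score means reduced calcium response which marks RGS4 activation or potentiation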
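System: HEK293 FlpIn-TREx cells, stable M3R, doxycycline-inducible RGS4. Timing: overnight RGS4 induction, 30 min dye load 37 °C, 20 min compound RT. Also added: carbachol, ECmax concentration. Measured by: Fluo4 fluorescence kinetic imaging of calcium. Evaluation: integrated calcium ratio converted to B score.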
GSK3 alpha inh: blocks human GSK-3 alpha kinase; P49840; ADP-Glo luminescence, 60 min; inhibition, % at 10 µM; 320,000 compounds, 0.1% hits; AID 2650;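 in the data active means inhibition above about 50%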;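 further: GST-tagged GSK-3 alpha with peptide substrate and 25 µM ATP; 0% = DMSO neutral wells and 100% = GW8510 positive control wells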
GSK3beta inhib: blocks human GSK3beta kinase activity; P49841; GST-GSK3beta kinase, ADP-Glo luminescence, 60 min; hits give low values; activity score (negative = inhibition), % at 10 µM; 300,000 compounds, 0.038% hits;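 active means more than half of replicate wells score below -50%, meaning over 50% inhibition versus plate controls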;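 further: 0% = median DMSO wells and -100% = median GW8510 positive control wells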
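test system = GST-tagged human GSK3beta kinase, cell-free | reagent = 25 µM ATP with peptide substrate | dosing = one dose of 10 µM per compound | schedule = 60 min reaction, RT | detection = luminescent ADP-Glo measurement of ADP formed | control set = DMSO neutral wells and GW8510 at 20 µM as positive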
KCNK9 block: human KCNK9 channel inhibition. HEK293 KCNK9, FluxOR thallium flux fluorescence; hits give low values. B-score at 10 µM. Q9NPC2. 310,000 compounds, 1.2% hits. AID 488922;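 active means ratio B-score over 3 SD below the library mean, with starting fluorescence within 5 SD of its mean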;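 further: negative B-score means less thallium flux so channel inhibition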
Target sequence (Q9NPC2 whole entry, looked up): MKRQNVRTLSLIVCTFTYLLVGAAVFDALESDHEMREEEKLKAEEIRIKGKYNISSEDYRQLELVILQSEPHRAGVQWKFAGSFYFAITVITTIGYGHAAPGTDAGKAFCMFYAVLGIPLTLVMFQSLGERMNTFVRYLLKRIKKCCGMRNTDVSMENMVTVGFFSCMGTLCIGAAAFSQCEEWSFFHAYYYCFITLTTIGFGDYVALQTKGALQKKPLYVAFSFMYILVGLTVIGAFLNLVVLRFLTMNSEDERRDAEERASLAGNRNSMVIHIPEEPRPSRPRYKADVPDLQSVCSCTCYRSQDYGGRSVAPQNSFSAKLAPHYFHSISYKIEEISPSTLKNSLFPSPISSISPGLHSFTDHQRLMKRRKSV
RGS4 block: inhibitors of human RGS4. P49798. HEK293 M3R/RGS4 inducible, Fluo-4 calcium flux; hits give high values; triggered by carbachol at its EC20. B-score at 10 µM. 310,000 compounds, 0.45% hits. AID 463165;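 active means B-score, a plate-corrected calcium signal, over three deviations above library mean, with baseline fluorescence within five deviations of library mean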;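 further: RGS4 expression induced by doxycycline in cells with stable M3 receptor; B-score is computed from the integrated fluorescence ratio over baseline after carbachol; higher B-score means a larger calcium signal and so more RGS4 inhibition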
Target sequence (P49798 whole entry, looked up): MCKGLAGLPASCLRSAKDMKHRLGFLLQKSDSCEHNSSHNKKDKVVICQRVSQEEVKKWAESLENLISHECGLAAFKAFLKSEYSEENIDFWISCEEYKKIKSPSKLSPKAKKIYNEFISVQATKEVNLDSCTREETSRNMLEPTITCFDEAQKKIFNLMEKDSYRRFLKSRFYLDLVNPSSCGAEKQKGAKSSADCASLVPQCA
The depositor's hits bear a star; i = inactive; . = not tested or not shown. These rows are one share of the data, so the mix of outcomes need not match the whole.

SMILES	KCNK3 block	KCNQ1 act	KCNQ1 block	PolyA inhibitor	DYRK1A inh	hERG rescue	RGS4 act	GSK3 alpha inh	GSK3beta inhib	KCNK9 block	RGS4 block
O=C(NCc1cccs1)C1CC(=O)N(c2ccc(F)cc2)C1 (stereo not drawn)	i	i	i	i	-7	-2	i	-1	2	i	i
O=C(Nc1ccc(O)cc1)c1ccc(NC(=O)C2CCCO2)cc1 (stereo not drawn)	i	i	i	i	-7	-8	i	0	2	i	i
CCN(CC)c1ccc(CNc2nc3ccccc3n2C(C)C)cc1	i	i	i	i	0	-4	i	2	0	i	i
Cc1cc(C(=O)NC(C)c2ccccc2)c2cc(F)ccc2n1 (stereo not drawn)	i	i	i	i	0	-12	i	1	1	i	i
Cc1ccccc1NC(=O)C(=O)c1cn(C)c2ccccc12	i	i	i	i	0	-13	i	-3	1	i	i
Cc1ccc(NC(=O)CCC(=O)NNC(=O)c2cccs2)cc1C	i	i	i	i	-7	-2	i	.	-3	i	i
COc1ccc(N2CCN(C(=O)c3ccc(OCC4CCCO4)cc3)CC2)cc1 (stereo not drawn)	i	i	i	.	6	-5	i	-15	2	i	i
CCOc1ccc(-c2cccc(NC(=O)COc3ccc(Cl)cc3)c2)nn1	i	i	i	i	1	-8	i	-2	1	i	i
CC(=O)Nc1ccc(SC(C)C(=O)NC2CCCC2)cc1 (stereo not drawn)	i	i	i	i	8	-2	i	-1	2	i	i
Cc1cccc(NC(=O)NCC(c2ccco2)N2CCCCC2)c1 (stereo not drawn)	i	i	i	i	-3	-13	i	-27	3	i	i
CCOC(=O)c1cnn(-c2cc(Oc3cccc(C)c3)ncn2)c1N	i	i	i	i	2	-6	i	1	1	i	i
Cc1nn(Cc2ccccc2)c(C)c1NC(=O)c1cc(-c2ccc3c(c2)OCO3)on1	i	i	i	i	5	-10	i	-1	6	i	i
Cc1cccc(C)c1OCC(=O)Nn1c(C)nc2ccccc2c1=O	i	i	i	i	9	-17	i	-2	0	i	i
COc1ccccc1CNC(=O)C1CC2Cn3c(nc4cc(C)c(C)cc43)C2N1C (stereo not drawn)	i	i	i	i	-3	-9	i	1	-3	i	i
C=C(C)Cn1c(SCC)nc2ccccc2c1=O	i	i	i	i	-3	-2	i	-1	1	i	i

Sorted by the number under GSK3 alpha inh (smallest number first): some entries from above
structure	GSK3 alpha inh
Cc1ccccc1NC(=O)C(=O)c1cn(C)c2ccccc12	-3
CCOc1ccc(-c2cccc(NC(=O)COc3ccc(Cl)cc3)c2)nn1	-2
COc1ccccc1CNC(=O)C1CC2Cn3c(nc4cc(C)c(C)cc43)C2N1C (stereo not drawn)	1

The listing picks up; the 2 compounds before the break are reprinted first.
SMILES	KCNK3 block	KCNQ1 act	KCNQ1 block	PolyA inhibitor	DYRK1A inh	hERG rescue	RGS4 act	GSK3 alpha inh	GSK3beta inhib	KCNK9 block	RGS4 block
COc1ccccc1CNC(=O)C1CC2Cn3c(nc4cc(C)c(C)cc43)C2N1C (stereo not drawn)	i	i	i	i	-3	-9	i	1	-3	i	i
C=C(C)Cn1c(SCC)nc2ccccc2c1=O	i	i	i	i	-3	-2	i	-1	1	i	i
COC(=O)c1c(NC(=O)COC(=O)CCc2ccc(S(=O)(=O)N3CCOCC3)cc2)sc2c1CCC2	i	i	i	i	-1	-4	i	-2	4	i	i
COc1cc(OC)c(S(=O)(=O)N2CCOCC2)cc1S(=O)(=O)N1CCOCC1	i	i	i	i	1	-7	i	-5	0	i	i
Cc1cc(C)n2nc(SC3CCCCN(C(=O)c4ccc(F)cc4)C3=O)nc2n1 (stereo not drawn)	i	i	i	i	-11	1	i	1	1	i	i
CCOc1ccc(NS(=O)(=O)c2ccc(C(=O)N(C)CCc3ccc(OC)c(OC)c3)cc2)cc1	i	i	i	i	-5	-9	i	-1	7	i	i
CCCN1C(=O)/C(=C/c2nc3ccccc3c(=O)[nH]2)c2cc(C)ccc21	i	i	i	i	-6	-10	i	1	0	i	9.5*
CCNc1nc(NCC)nc(SCC(C)=O)n1	i	i	i	i	-5	-8	i	-3	-23	i	i
Cc1ccc(C(=O)Cn2cc([N+](=O)[O-])nc2C)cc1	i	i	i	i	-4	-4	i	0	2	i	i
CC(C)CCNC(=O)C1CCCN(S(=O)(=O)c2ccc(F)cc2)C1 (stereo not drawn)	i	i	i	i	0	-1	i	2	-1	i	i
O=C(COC(=O)c1cc([N+](=O)[O-])ccc1N1CCOCC1)Nc1cccc(F)c1	i	i	i	i	-5	-5	i	-1	2	i	i
Cc1ccc(C(=O)Nc2ccc3c(c2)OCCO3)c(Cl)c1	i	i	i	i	1	-4	i	-2	-5	i	i
O=C(Nc1ccc(N2CCN(C(=O)c3ccccc3)CC2)cc1)c1cccs1	i	i	i	i	-1	-3	i	-1	4	i	i
O=C(C1=C[C@@H](c2coc3ccccc3c2=O)C[C@@H](OCc2ccc(CO)cc2)O1)N1CCN(Cc2ccc3c(c2)OCO3)CC1	i	i	i	i	4	-9	i	-3	-1	i	i
Cc1cc(S(=O)(=O)Nc2ccc3ccccc3c2)c(C)s1	i	i	i	i	4	-8	i	-5	2	i	i
N#CC1=C(N)Oc2n[nH]c(-c3cccnc3)c2C1c1cc(F)ccc1F (stereo not drawn)	i	i	i	i	-7	-3	i	-2	0	i	i
Cc1oncc1C(=O)N1CCCC(CO)(Cc2ccc(F)cc2F)C1 (stereo not drawn)	i	i	i	i	-3	-6	i	-2	0	i	i
CC(=O)Nc1ccc(Oc2cnc3ccccc3n2)cc1	i	i	i	i	1	-7	i	-3	2	i	i
CCOC(=O)C1CCCN(C(=O)CSc2ccc(Br)cc2)C1 (stereo not drawn)	i	i	i	i	2	-5	i	-3	2	i	i
CCOc1ccc(CCNC(=O)CCn2nc(C)c3c(C)n(-c4ccccc4)nc3c2=O)cc1	i	i	i	i	-6	-18	i	0	2	i	i
CCCCn1c(SCC(=O)NCC2CCCO2)nc2ccc(N3CCOCC3)cc2c1=O (stereo not drawn)	i	i	i	i	-1	-10	i	-1	0	i	i
COC(=O)CC1C(=O)NCCN1C(=O)c1ccccc1 (stereo not drawn)	i	i	i	i	-11	-10	i	4	0	i	i
COc1cc2c(cc1OC)CN(C(=S)Nc1c(C)cccc1C)CC2	i	i	i	i	2	-11	i	-2	3	i	i
COc1ccccc1NC(C)C(=O)N/N=C/c1cccs1 (stereo not drawn)	i	i	i	i	1	-10	i	-2	-6	i	i
CC(C)c1ccc(S(=O)(=O)c2nnn3c2nc(N2CCCCC2)c2ccccc23)cc1	i	i	i	i	2	-9	i	-3	-1	i	i
CCCCC(CC)C1OCC(CN2CCCCC2)O1 (stereo not drawn)	i	i	i	i	.	-7	i	-7	-2	i	i
COc1ccc(CC(=O)OCC(=O)NCc2ccco2)cc1	i	i	i	i	6	-8	i	1	.	i	i
O=C(CNS(=O)(=O)c1ccc(Br)cc1)N1CCN(Cc2ccccc2)CC1	i	i	i	i	4	-3	i	-1	-3	i	i
COc1ccc(-c2noc(CCC(=O)NCCc3ccccc3)n2)cc1OC	i	i	i	i	-3	-4	i	-1	5	i	i
CC(C)[C@H](NC(=O)c1c(F)cccc1F)C(=O)OCC(=O)NC(=O)NC1CCCC1	i	i	i	i	5	-10	i	1	2	i	i
COc1ccc(C2/C(=C(\O)c3ccc4c(c3)OCCO4)C(=O)C(=O)N2CCCN(C)C)cc1 (stereo not drawn)	i	i	i	i	-1	-5	i	0	1	i	i
Cc1c(NC(=O)COC(=O)C23CC4CC(CC(O)(C4)C2)C3)c(=O)n(-c2ccccc2)n1C	i	i	i	i	11	-12	i	0	0	i	i

Profiles, looked up by structure.
Record of CCCCn1c(SCC(=O)NCC2CCCO2)nc2ccc(N3CCOCC3)cc2c1=O (stereo not drawn) → KCNK3 block: i; KCNQ1 act: i; KCNQ1 block: i; PolyA inhibitor: i; DYRK1A inh: -1; hERG rescue: -10; RGS4 act: i; GSK3 alpha inh: -1; GSK3beta inhib: 0; KCNK9 block: i; RGS4 block: i
Record of CC(C)[C@H](NC(=O)c1c(F)cccc1F)C(=O)OCC(=O)NC(=O)NC1CCCC1 → KCNK3 block: i; KCNQ1 act: i; KCNQ1 block: i; PolyA inhibitor: i; DYRK1A inh: 5; hERG rescue: -10; RGS4 act: i; GSK3 alpha inh: 1; GSK3beta inhib: 2; KCNK9 block: i; RGS4 block: i
Record of Cc1c(NC(=O)COC(=O)C23CC4CC(CC(O)(C4)C2)C3)c(=O)n(-c2ccccc2)n1C → KCNK3 block: i; KCNQ1 act: i; KCNQ1 block: i; PolyA inhibitor: i; DYRK1A inh: 11; hERG rescue: -12; RGS4 act: i; GSK3 alpha inh: 0; GSK3beta inhib: 0; KCNK9 block: i; RGS4 block: i

The listing continues.
SMILES	KCNK3 block	KCNQ1 act	KCNQ1 block	PolyA inhibitor	DYRK1A inh	hERG rescue	RGS4 act	GSK3 alpha inh	GSK3beta inhib	KCNK9 block	RGS4 block
Cc1c(Cl)cccc1NC(=O)COc1ccc(S(=O)(=O)N2CCOCC2)cc1	i	i	i	i	-5	-12	i	0	0	i	i
COc1ccc(N2CCN(Cc3nc4ccccc4c(=O)[nH]3)CC2)cc1	i	i	i	i	1	-4	i	-1	2	i	i
Cc1cc(C)cc(NC(=S)N2CCN(S(=O)(=O)c3ccccc3)CC2)c1	i	i	i	.	-1	-12	i	.	-16	i	i
Cc1ccc(C)c(NC(=O)NNC(=O)c2ccc3ccccc3c2O)c1	i	i	i	i	3	-15	i	2	2	i	i
Cc1ccc2sc(NC(=O)c3cccc(N4C(=O)CCC4=O)c3)nc2c1C	i	i	i	i	.	-1	i	-1	1	i	i

A draw from above in order of molecular weight, descending.
SMILES	KCNK3 block	KCNQ1 act	KCNQ1 block	PolyA inhibitor	DYRK1A inh	hERG rescue	RGS4 act	GSK3 alpha inh	GSK3beta inhib	KCNK9 block	RGS4 block
Cc1c(NC(=O)COC(=O)C23CC4CC(CC(O)(C4)C2)C3)c(=O)n(-c2ccccc2)n1C	i	i	i	i	11	-12	i	0	0	i	i
Cc1cc(C)cc(NC(=S)N2CCN(S(=O)(=O)c3ccccc3)CC2)c1	i	i	i	.	-1	-12	i	.	-16	i	i
Cc1ccc(C)c(NC(=O)NNC(=O)c2ccc3ccccc3c2O)c1	i	i	i	i	3	-15	i	2	2	i	i

Assay outcomes: PubChem BioAssay, several laboratories
